Compound activity (PubChem BioAssay)
Cav3 T inh: blocks human Cav3.2 T-type calcium channel; O95180; Cav3.2-expressing cells, Fluo-4 calcium fluorescence FDSS; stronger effect = lower value; B-score at 10 µM; 100,000 tested, 4% active; AID 449739;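 active = single-dose well whose peak fluorescence ratio is a statistical outlier from its plate by either plate-standardised score or position-corrected B-score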
Numbers without * were called inactive.

SMILES | Cav3 T inh
CC(C)(C)NC(=O)C(c1ccncc1)N(C(=O)c1csnn1)c1ccccc1 (stereo unspecified) | -0.96
CN(CC(=O)N1CCN(c2ccccc2)CC1)S(=O)(=O)c1cnc[nH]1 | 0.5
COc1cccc(CN(C(=O)Cc2c[nH]c3ccccc23)C(C(=O)NC2CCCCC2)c2cccs2)c1 (stereo unspecified) | -6.6*
Cc1cccc2cc(CN(Cc3cccs3)C3(c4nnnn4C4CCCC4)CCCC3)c(=O)[nH]c12 | 0.39
Cc1cc(=O)n(C)c(=O)n1CCCCCOc1cccc([N+](=O)[O-])c1 | 0.95
Cc1ccc(/C=N/NC(=O)c2c[nH]c3ccccc23)o1 | -1.7
O=C1[C@@H]2[C@H](Cc3ccc(O)cc3)N[C@]3(C(=O)Nc4ccccc43)[C@@H]2C(=O)N1c1ccc(F)cc1 | 0.69
CC(NC(=O)OC1CCCCC1)N1C(=O)C2C3C=CC(C3)C2C1=O (stereo unspecified) | -0.43
COc1ccc(S(=O)(=O)N2CCCN(Cc3cccc(F)c3)CC2)cc1 | 0.27
CN(C)S(=O)(=O)c1ccc(C(=O)Nc2ccnn2C2CCCCC2)cc1 | 0.84
CC(C(O)c1ccc(O)cc1)N1CCC(Cc2ccccc2)CC1 (stereo unspecified) | -0.24
O=S(=O)(c1ccc(F)cc1)n1ccc(-c2cnc(-c3ccccc3)s2)n1 | -0.77
O=C(Cc1ccc(Cl)cc1)Nc1nc2ccccc2[nH]1 | -1.2
COCCNC(=O)c1sc2ncn(CC(=O)N3CCCCC3)c(=O)c2c1C | 0.07
CO/N=C/C(=N\Nc1ccc(OC)cc1)C(=O)c1ccc(OC)cc1 | 0.54
C=CCn1c(COc2cccc3ccc(C)nc23)nnc1SCC(=O)OC | 0.21
Cc1ccc(O)c(C2=NCCNC(C(F)(F)F)=C2)c1 | 1.1
COc1ccc(OCCN2C(=O)NC(C)(c3ccc(C)cc3)C2=O)cc1 (stereo unspecified) | -1.8
COC(=O)c1sccc1NC(=O)c1cc(OC)c(OC)c(OC)c1 | 0.44
CC(NC(=O)C(NC(=O)C1CCCN1C(=O)OC(C)(C)C)C(C)C)C(N)=O (stereo unspecified) | 0.0012
CC(=O)c1ccc(N2CCC(c3cc(-c4ccc(Cl)cc4)n[nH]3)CC2)c([N+](=O)[O-])c1 | 0.053
O=C(O)CSc1nnnn1-c1ccccc1 | -0.043
O=C(Oc1ccc(Br)cc1C(=S)N1CCCCC1)c1cc([N+](=O)[O-])cc([N+](=O)[O-])c1 | -1.2
Cc1cc(C)c(-c2cc(NC(=O)CSc3nncn3C)n(-c3ccccc3)n2)cc1C | -1.4
Cc1onc(-c2c(Cl)cccc2Cl)c1C(=O)NC(C)(C)CO | 0.72
CC(C)NC(=O)c1cc2c(C(F)(F)F)nn(C)c2s1 | 0.4
CN(C)CCCNCCCNC(=O)/C(=N\O)c1ccccn1 | 0.13
Cc1ccc(C)n1CCN1CCN(CC(=O)Nc2ccc(S(N)(=O)=O)cc2)CC1 | -0.055
CCCC(=O)Nc1ccc(Cl)c(NC(=O)c2cccnc2)c1 | 0.68
Cc1cc2ccc(C)c(C)c2nc1SCC(=O)c1cccs1 | -3
CSc1nnc2c3ccccc3n(Cc3ccccc3)c2n1 | -1
Cc1[nH]nc(-c2ccc(O)cc2O)c1-c1ccc(Cl)cc1 | -4.8*
CCc1cc2c(=O)c(-c3nc4ccccc4n3C)c(COCC(=O)O)oc2cc1O | 1.4
CN(C)Cc1cnc2ccc(Cl)cn12 | 0.19
COc1cc(C)ccc1OCCOCCOc1c(C)cc(C)cc1Br | -2.3
COc1cc(OC)cc(-c2nc(-c3ccccc3)no2)c1 | -0.67
Cc1cc(N2CC(=O)N(CCc3ccccc3)C(=O)C2)n2ncnc2n1 | 0.66
CC(C)(C)NC(=O)c1ccc(Sc2ccccc2)c([N+](=O)[O-])c1 | -1.1
C/C(=N\NC(=O)CSc1nc2nc(C)cc(C)n2n1)c1ccccc1 | 0.8
Cc1cccc(OCCCC(=O)Nc2ccc(N3CCOCC3)cc2)c1 | -0.51

Structures above printed as active in Cav3 T inh:
SMILES | Cav3 T inh
COc1cccc(CN(C(=O)Cc2c[nH]c3ccccc23)C(C(=O)NC2CCCCC2)c2cccs2)c1 (stereo unspecified) | -6.6*
Cc1[nH]nc(-c2ccc(O)cc2O)c1-c1ccc(Cl)cc1 | -4.8*

Copied from the list:
Cav3 T inh result of O=C(O)CSc1nnnn1-c1ccccc1 → -0.043
Cav3 T inh result of CCCC(=O)Nc1ccc(Cl)c(NC(=O)c2cccnc2)c1 → 0.68
Cav3 T inh result of CSc1nnc2c3ccccc3n(Cc3ccccc3)c2n1 → -1
Cav3 T inh result of CN(C)CCCNCCCNC(=O)/C(=N\O)c1ccccn1 → 0.13
Cav3 T inh result of Cc1[nH]nc(-c2ccc(O)cc2O)c1-c1ccc(Cl)cc1 → -4.8*

(further entries)
SMILES | Cav3 T inh
NC(=O)NC(=O)CSc1nnc(-c2ccco2)n1Cc1ccccc1 | -0.029
CCOC(=O)C1=C(CC)Nc2ccccc2N=C1NC(=O)c1cc(S(=O)(=O)N(C)C)ccc1Cl | 0.066
CC(Sc1ccc(Cl)cc1)C(=O)NCC1CCCO1 (stereo unspecified) | 0.27
Cc1cc(C(=O)NC2CCCc3ccccc32)c(C)o1 (stereo unspecified) | 0.73
Cc1cc(NC(=O)COC(=O)c2ccc(F)c(S(=O)(=O)N3CCOCC3)c2)no1 | 0.15
OC(COc1ccccc1)CN1C2=NCCCN2c2ccccc21 (stereo unspecified) | -0.11
CCOC(=O)C1CCN(CCC(=O)Nc2ccccc2Cl)CC1 | 0.63
O=C(NCc1ccccc1)c1cccc(Br)n1 | 0.057
O=C1CCC(=O)N1CCc1c[nH]c2ccccc12 | 0.33
CC(C)c1ccc(N(CC(=O)O)S(=O)(=O)c2cccnc2)cc1 | 1.2
O=C(/C=C/c1ccc(Cl)cc1Cl)c1nc2ccccc2[nH]1 | -0.046
O=C(Nc1ccccc1)Nc1ccccn1 | -0.23
COC(=O)c1ccc(NC(=O)CN(c2ccc(C)cc2)S(=O)(=O)c2c(C)nn(C)c2C)cc1 | 0.36
Cc1ccc(-n2nnc3ccccc3c2=O)cc1C | -0.093
CSc1ccc(C2C(C#N)=C(N)Oc3cc4c(cc32)OCO4)cc1 (stereo unspecified) | 1.3
N=c1c2c(-c3ccccc3)c(-c3ccccc3)n(Cc3ccccc3)c2ncn1CCCO | -7.3*
COC(=O)C1=NN(C(=O)c2ccccc2)C(C)(O)C1 (stereo unspecified) | -0.075
CC(N=Cc1nc(-c2ccccc2)oc1O)c1ccccc1 (stereo unspecified) | -4.8*
CC1/C(=N/O)C(CN(C)C)C2CC1C2(C)C (stereo unspecified) | 0.84
C=CCn1c(C2CC(=O)N(c3ccc(C)cc3)C2)nc2ccccc21 (stereo unspecified) | -0.16

An excerpt from above in order of heavy-atom count, highest first.
SMILES | Cav3 T inh
CCOC(=O)C1=C(CC)Nc2ccccc2N=C1NC(=O)c1cc(S(=O)(=O)N(C)C)ccc1Cl | 0.066
N=c1c2c(-c3ccccc3)c(-c3ccccc3)n(Cc3ccccc3)c2ncn1CCCO | -7.3*
CC(C)c1ccc(N(CC(=O)O)S(=O)(=O)c2cccnc2)cc1 | 1.2
CC(N=Cc1nc(-c2ccccc2)oc1O)c1ccccc1 (stereo unspecified) | -4.8*
O=C(/C=C/c1ccc(Cl)cc1Cl)c1nc2ccccc2[nH]1 | -0.046
COC(=O)C1=NN(C(=O)c2ccccc2)C(C)(O)C1 (stereo unspecified) | -0.075
O=C(NCc1ccccc1)c1cccc(Br)n1 | 0.057

Other records.
SMILES | Cav3 T inh
O=C(NCCCN1CCCCC1)C1CCC(=O)N1CCc1ccccc1 (stereo unspecified) | -0.32
Cc1ccc(NC(=O)C(=O)NCc2ccc(/C=C(/C#N)C(=O)NCc3cccnc3)o2)cc1 | 1
CCCCNC(=O)c1nc2ncc(Br)cn2n1 | 0.6
Cn1c(=O)c2c(nc(NCc3ccc4c(c3)OCO4)n2C)n(C)c1=O | -0.036
C=CCc1ccccc1OCCn1ccnc1 | 0.55
CC1C(=O)O[C@@H]2C[C@@H](C)[C@@H]3CCC(=O)[C@@]3(C)[C@@H](O)[C@H]12 (stereo partly specified) | 0.16
CC1(C)CC(=O)C=C(NCc2ccccc2)C1 | 0.73
CC1CCN(S(=O)(=O)c2cccc(C(=O)Nc3ccccn3)c2)CC1 | -0.38
O=C(CSc1nc2ccccc2o1)Nc1ccccc1 | -0.96
COC(=O)c1cc(O)cc(OC)c1C(=O)c1c(O)cc(C)cc1O | 0.74
O=S(=O)(NCc1cccnc1)c1cccc2nsnc12 | 0.17
COc1ccc(OC)c(S(=O)(=O)Nc2ccc(O)c3ccccc23)c1 | -0.73
CCC(Sc1nc(=O)cc(N)n1CCc1ccccc1)C(=O)Nc1ccccc1C#N (stereo unspecified) | 0.096
CC(C)Sc1nc(N2CCOCC2)c2c3c(sc2n1)COC(C)(C)C3 | -3.8
NS(=O)(=O)c1cc(C(=O)OCC(=O)NC2CC2)ccc1Cl | -0.15
O=C(Nc1cccc2ncccc12)c1cccc(F)c1 | 0.22
CC(=O)c1ccc(NC(=O)C2CCCN2S(=O)(=O)c2cccc3cccnc23)cc1 (stereo unspecified) | -2.7
CCOC1(OCC)N=C(N)C2(C#N)C(c3cccc(C)c3)C12C#N (stereo unspecified) | 0.13
CCN(CC)C(=O)c1cc2cc([N+](=O)[O-])ccc2s1 | -0.14
CCN(C#N)c1nc(NC(C)C)nc(NC(C)C)n1 | -0.0088
COc1ccccc1N1CCN(CCC(=O)Nc2ccc3c(c2)OCO3)CC1 | -1.9
Cn1c(SCc2ccccc2)nnc1-c1cccs1 | 0.017
CC(C)(C)Nc1cccccc1=O | -0.1
Cc1cccc(N2CC(C(=O)O)CC2=O)c1 (stereo unspecified) | -0.52
CC(c1ccccc1)C1C(C#N)=C(N)SC(N)=C1C#N (stereo unspecified) | -5*
CCOc1ccc(N=C2SC(C(=O)O)CC(=O)N2C)cc1 (stereo unspecified) | 1.2
Cc1nn(C(=O)c2ccco2)c(C)c1Sc1ccccc1 | -0.11
CC(=O)Nc1ccc(S(=O)(=O)NCC2CCC(C(=O)NCCC(C)C)CC2)cc1 (stereo unspecified) | 0.024
COC1=Cc2c(ccc3ccc(=O)oc23)OC1(C)C | -1.4
C=CCS/C(=N\n1cnc2ccccc2c1=O)N1CCCCC1 | -0.63
Nc1c(Cl)cc(Cl)cc1C(=O)OCC(=O)NC1CC1 | -2.6
CCOC(=O)C(CC)(CCC(=O)O)c1csc(N)n1 (stereo unspecified) | 0.098
O=C(C1CCC(CNS(=O)(=O)c2cccc3cccnc23)CC1)N1CCCC1 (stereo unspecified) | 0.019
O=C(CCN1CCN(c2ccccc2)CC1)Nc1ccc(Cl)cc1 | -1.1
CCc1ccc(OC(=O)c2ccn(CC)n2)cc1 | -0.069
Cc1cccc(-n2c(SCC(=O)NC3CCCC3)nnc2-c2ccoc2C)c1 | -0.76
CC(C)CC(COCc1ccc(C(F)(F)F)cc1)N1CCN(C(=O)c2ccc(C(F)(F)F)cc2)CCC1=O (stereo unspecified) | -2.6
O=C(Nc1ccccn1)C1CCN(S(=O)(=O)c2cccs2)CC1 | 0.37
COc1ccc(N2CCN(C(=O)CSc3nc4cc(OC)c(OC)cc4cc3C#N)CC2)cc1 | 1.1
CCC(=NCCc1ccccc1)C1=C(O)CCC1=O | 0.096
Cc1c(NC(=O)CCC(=O)N2CCOCC2)c(=O)n(-c2ccccc2)n1C | 0.28
N#Cc1ccc(C2=NC(C(F)(F)F)(C(F)(F)F)c3c(n(Cc4ccco4)c(=O)[nH]c3=O)N2)cc1 | -5.9*
COc1ccc(OCCNC(=O)c2ccccc2OCC(=O)N2CCCCC2)cc1 | 0.96
CC(=O)c1coc2ccc(OCCN3CCCCC3)cc12 | 0.24
CCCOc1ccc(C2C(C(=O)OC)=CN(CCOC)C=C2C(=O)OC)cc1 | -1.3
O=C(Nc1ccc(Cl)cc1C(=O)NCCN1CCOCC1)c1ccc(Cl)cc1Cl | -0.62
CCOC(=O)CCc1c(C)c2c(C)nn(-c3ccccc3)c2[nH]c1=O | -0.6
Cc1ccc(S(=O)(=O)N(c2nc(N(C)C)nc(N(C)C)n2)n2cnnc2)cc1 | -0.35
COCCNC(=O)COc1ccc(Br)cc1Cl | 0.41
C[C@H](NC(=O)c1nc[nH]c1C(=O)N[C@@H](CCCCNC(=O)OC(C)(C)C)C(=O)OC(C)(C)C)C(=O)OC(C)(C)C | -2.6
O=C1CCC(=O)N1OCCOc1ccc2c(c1)CCC2 | 0.35
O=C1C=C(NCCNc2c(F)c(F)c(CO)c(F)c2F)CCC1 | 0.023
O=C(NCc1ccc2c(c1)OCO2)c1ccc2snnc2c1 | 0.4
CCCCOc1ccc(NC(=O)CSCC(=O)OCC)cc1 | 0.31
O=C(CS(=O)CC(=O)N(CC(=O)NC1CCCC1)C1CCCCC1)Nc1ccc(F)cc1 (stereo unspecified) | -0.21
CC1CCC(C(=O)NC(C(=O)NCc2ccccn2)C(C)C)CC1 (stereo unspecified) | 2
CCOC(=O)c1ccc2nc3c(cc2c1)CCS3 | -0.052
COc1ccc(-c2cn3ccc4ccccc4c3n2)cc1 | 0.12
COc1ccccc1N1CCN(C(=O)c2ccc3c(=O)n(Cc4ccco4)c(=S)[nH]c3c2)CC1 | -3.9
CCOc1ccc(-c2nc(CSCC(=O)N3CCN(c4cccc(OC)c4)CC3)c(C)o2)cc1 | -2.5
Next part
SMILES | Cav3 T inh
C=CCNC(=O)c1ccc2nccnc2c1 | -0.045
S=c1[nH]nc(-c2ccc3ccccc3n2)o1 | 0.83
Cc1cc(C#N)c(C)n1-c1cc(C(F)(F)F)ccc1N1CCOCC1 | -2.2
Nn1c(-c2cccc(Br)c2)n[nH]c1=S | 0.29
CCN(C(=O)COc1ccccc1)c1nnc(-c2cccnc2)s1 | 0.35
CC(C)CC(OC(=O)c1cccs1)C(=O)NCc1ccco1 (stereo unspecified) | -0.59
NNC(=O)C=C1CCN(c2ncc(C(F)(F)F)cc2Cl)CC1 | 0.83
CCOC(=O)c1nnn(-c2nc(OC)nc(N(C)C)n2)c1-c1ccccc1 | 0.75
CCCCOC(=O)c1ccc(NC(=S)NC(=O)c2c(Cl)cnn2CC)cc1 | 0.43
Cc1cc(C)cc(OCC(=O)Nc2ccc(F)cc2)c1 | -1

The list is partial; count on the stated rates, not on these rows.
